Rab9 promoter act – qHTS Assay for Rab9 Promoter Activators; actives 2.8% (n = 320,000); Potency, µM (doses to about 9.22 µM), for the others: at the top dose activation, negative = inhibition, most hits filed as activators; Huh7 Rab9 promoter-luciferase reporter, luminescence, 24 h; note: % of control where 0% means no effect; nearly all actives have a fitted effect of over 60% in size
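Stable Rab9-luc Huh7, 1500 cells/well, 2 h settle; cmpd in DMSO, 24 h, 37 °C/5% CO2; luciferase reagent 10 min RT; luminescence.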
MBNL1-CUG inh – qHTS Assay for Inhibitors of MBNL1-poly(CUG) RNA binding; Muscleblind-like protein 1 (Homo sapiens), Q9NR56; TR-FRET MBNL1-His/biotin-(CUG)12 binding, 665/545 ratio; Potency, µM (titrated, usually from 57.5 µM), without a hit: at the top dose activity change, negative = inhibition, most hits filed as inhibitors; actives 0.036% (n = 280,000); active = well fitted inhibition curve with a large enough effect in the signal ratio, with a control signal flat, not every such curve was filed as active; inconclusive = small, poorly fitted or top-dose-only effect, or effect the other way, or a change in a side signal; inactive = no such curve, though single readings can be large or run the other way; the % refers to the signal ratio; note: % is set by controls: 0 for no effect and ±100 for the full control effect
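TR-FRET between His-tagged MBNL1 and biotin-(CUG)12 RNA, detected with Tb anti-His antibody (0.055 ng/ul) and streptavidin-XL665 (5 nM), 60 min at room temperature. Compounds titrated 92 nM to 58 uM; 665/545 nm ratio normalized to buffer and complex controls.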
p53 reactivation – qHTS assay for re-activators of p53 using a Luc reporter; H1299 p53-A138V BP100-luciferase reporter, luminescence, 24 h; Potency, µM (top dose mostly 92.2 µM), for the others: at the highest dose activity change, positive = activation, hits mostly activators; actives 0.063% (n = 320,000); AID 504706, 2011; note: % of control where 0% means no effect; nearly all actives have a fitted effect of over 45% in size
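H1299 (p53-null), stable ts p53-A138V + BP100-Luc; 1000 cells/well, Opti-MEM/10% FBS; cpd 4 pt, 1:5; 24 h, 37 deg C, 5% CO2; detection reagent 10 min RT; luminescence.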
NPC1 promoter act – qHTS Assay for NPC1 Promoter Activators; Huh7 NPC1 promoter luciferase reporter, 24 h; Potency, µM (series often up to 9.22 µM), inactives show top-dose activation, most hits filed as activators; actives 2.4% (n = 320,000); AID 485313, 2010;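 note: % of control where 0% means no effect; nearly all actives have a fitted effect of over 60% in size; reporter is driven by a mutant NPC1 promoter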
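Stable NPC1-promoter luciferase Huh7 line; cpd (DMSO) 24 h, 37 °C, 5% CO2; Amplite luciferase reagent 10 min RT; luminescence readout. qHTS format.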
FLuc modulator – qHTS profiling assay for firefly luciferase inhibitor/activator using purifed enzyme and Km concentrations of substrates (counterscreen for miR-21 project); Luciferin 4-monooxygenase (Photinus pyralis), P08659; purified FLuc, Km substrates, luminescence inhibition; Potency, µM (series often up to 57.5 µM), inactives show at the highest dose activity change, negative = inhibition, hits mostly inhibitors; actives 6.9% (n = 360,000); AID 588342, 2011;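 note: plate controls were vehicle for no effect and reference inhibitor for full effect; nearly all actives have a fitted effect of over 55% in size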
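Purified P. pyralis luciferase, 10 nM final, with Km-level 10 uM D-luciferin and 10 uM ATP in 50 mM Tris acetate pH 7.5, 10 mM Mg acetate, 0.01% Tween-20, 0.05% BSA; 6-point qHTS titration about 60 µM downward; luminescence read.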
MLL CXXC-DNA inh – qHTS Fluorescence Polarization Assay for Inhibitors of MLL CXXC domain - DNA interaction | actives 0.037% (n = 290,000) | MLL-CXXC / FITC-HOXA9 DNA fluorescence polarization | Potency, µM (highest dose often 115 µM), inactives show at the top dose activity change, negative = inhibition, actives largely listed as inhibitors; active = well fitted inhibition curve with a large enough effect in the polarisation, with a control signal flat, not every such curve was filed as active; inconclusive = small, poorly fitted or top-dose-only effect, or effect the other way, or a change in a side signal; inactive = no such curve, though single readings can be large or run the other way; the % refers to the polarisation
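Fluorescence polarization: 7 uM MLL-CXXC (stock) preincubated 5 min with compounds, then 50 nM fluorescein-HOX-A9 DNA (stock) added; 30 min ambient. Buffer 50 mM Tris-HCl pH 7.5, 50 mM NaCl, 1 mM DTT, 0.05% BSA.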
BRCA1 expr act – qHTS Assay to Identify Small Molecule Activators of BRCA1 Expression; MCF7-BRCA1-FFLuc reporter, luminescence, 48 h; response scale: scaled: vehicle 0%, 10 µM genistein 100%; Potency, µM (titrated, usually from 46.1 µM), without a hit: top-dose activation, hits mostly activators; actives 1.1% (n = 380,000); AID 624202, 2012; note: nearly all actives have a fitted effect of over 80% in size; some results filed as inactive show a strong effect at the top dose
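Quantitative HTS in MCF7 cells stably reporting BRCA1 expression via firefly luciferase. Compound treatment lasts 48 h at 37 °C in phenol-red free MEM. Activation is expressed relative to genistein at 10 microM and DMSO.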
ELG1 genotoxic – qHTS screen for small molecules that induce genotoxicity in human embryonic kidney (HEK293T) cells expressing luciferase-tagged ELG1; actives 1.3% (n = 330,000); Potency, µM (series often up to 46 µM), for inactives: at the top dose activity change, positive = activation, actives largely listed as activators; HEK293T ELG1-luciferase reporter, luminescence, 16 h; note: % of control where 0% means no effect; nearly all actives have a fitted effect of over 60% in size
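Luminescence read-out: rising ELG1-luciferase signal, reflecting elevated ELG1 protein under genetic stress, flags genotoxic compounds. Cells were treated for 16 hr at 37 °C before ONE-Glo detection.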
uPA surface inh – qHTS for Inhibitors of Cell Surface uPA Generation; cell surface uPA generation assay, qHTS; Potency, µM (series often up to 38.3 µM), for the others: top-dose activity change, negative = inhibition, usual class: inhibitors; actives 0.31% (n = 330,000); AID 540303, 2011; active = well fitted inhibition curve with a large enough effect; inconclusive = small, poorly fitted or top-dose-only effect; inactive = no such curve, though single readings can be large or run the other way; tested in mouse RAW 264.7 cells; note: % is set by controls: 0 for no effect and ±100 for the full control effect; nearly all actives have a fitted effect of over 55% in size
VP16 counter – VP16 counterscreen qHTS for inhibitors of ROR gamma transcriptional activity; Drosophila S2 Gal4-VP16 UAS-luciferase, luminescence, 20 h; Potency, µM (doses to about 53.6 µM), for inactives: at the highest dose activity, negative = inhibition, usual class: inhibitors; actives 3.5% (n = 310,000); AID 2546, 2010;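 note: Gal4-VP16 expression switched on by copper sulfate through the metallothionein promoter; % is set by controls: 0 for no effect and ±100 for the full control effect; nearly all actives have a fitted effect of over 50% in size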
RORgamma inh – qHTS for inhibitors of ROR gamma transcriptional activity; Nuclear receptor ROR-gamma (Mus musculus), P51450; Drosophila S2 Gal4-RORgamma UAS-luciferase reporter, 20 h; Potency, µM (titrated, usually from 53.6 µM), for inactives: at the highest dose activity change, negative = inhibition, most hits filed as inhibitors; actives 5.4% (n = 310,000); AID 2551, 2010; note: % is set by controls: 0 for no effect and ±100 for the full control effect; nearly all actives have a fitted effect of over 60% in size
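ROR gamma transcriptional activity was tracked as Gal4-UAS luciferase output in stably transfected Drosophila Schneider cells, with compound added 1 hr before 700 uM copper sulfate induction and a 20 hr ambient-temperature incubation.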
* = called active by the depositor; ? = inconclusive; · = not tested or not shown; & = joins results of further samples; [ ] = another dose, or the depositor's remark. Unless noted, calls come from the whole dose curve; as a rule, active = well fitted curve in the direction sought with a large enough effect; inconclusive = small, poorly fitted or top-dose-only effect, or another doubt; inactive = no such curve, though single readings can be large; an effect the other way counts as inactive or inconclusive. Potency is the fitted concentration of half-maximal effect.

SMILES | Rab9 promoter act | MBNL1-CUG inh | p53 reactivation | NPC1 promoter act | FLuc modulator | MLL CXXC-DNA inh | BRCA1 expr act | ELG1 genotoxic | uPA surface inh | VP16 counter | RORgamma inh
O=C(CN1C(=O)NC2(CCc3ccccc32)C1=O)Nc1ccc(Br)cc1F (stereo not drawn) | -3% | · | -12% | -5% | 6% | · | -24% | 4% | -15% | · | ·
CCCC(=O)Nc1ccc2c(c1)nc(CCN1CCN(c3ccccn3)CC1)n2C | -5% | 4% | -1% | -5% | 0% | -4% | -45% | -2% | -4% | 5% | 26%
COc1ccc(NC(=O)Cc2nn(C)c(=O)c3ccccc23)c2ncccc12 | -3% | 2% | -2% | -1% | 11% | 14% | · | 6% | · | -9% | 12%
CC1C(=O)C(C)C(c2ccco2)NC1c1ccco1 (stereo not drawn) | 10% | -3% | -6% | 1% | -3% | 9% | -1% | 2% | 3% | 12% | 9%
Cc1ccc(N2NC(=O)/C(=C/c3ccc(-c4ccc(Cl)c(C(=O)O)c4)o3)C2=O)cc1C | 0% | -15% | 5% | -6% | 17µM* | ? | 0% | 0% | 10% | 0% | 22%
NC(=S)N/N=C/c1ccc(-c2ccc(SC(F)F)cc2)o1 | 0% | ? | 15% | 0% | 24µM* | -4% | -29% | -4% | -13% | 1.1µM* | 0.5µM*
N#CC1=C(N)Oc2n[nH]c(-c3cccs3)c2C1c1ccncc1 (stereo not drawn) | 6% | -4% | -6% | 0% | -2% | -7% | -13% | -4% | -2% | 3% | -7%
O=C(O)CC(c1cccc(O)c1)N1Cc2ccccc2C1=O (stereo not drawn) | -12% | 2% | 2% | 1% | 0% | 13% | 14% | 2% | 2% | 0% | 21%
CN(Cc1cnn(C)c1)C(=O)C1CCC(=O)N(C2CCCCCC2)C1 (stereo not drawn) | -5% | -6% | 1% | -4% | -3% | 16% | -4% | -4% | -6% | 3% | 14%
COc1ccc2oc(C(=O)OCC(=O)NC3CCCC3)c(C)c2c1 | 19% | -2% | 1% | 2% | 3% | 7% | 11% | -4% | 0% | ? | -3%
COc1ccc(C(=S)N2CCOCC2)cc1OC(=O)c1ccccc1 | -1% | -3% | 2% | 1% | -7% | 44%[activator] | 3% | 6% | 1% | -1% | -1%
O=C(CCCSc1nnnn1-c1ccccc1)c1ccc(F)cc1 | 0% | 0% | -4% | 3% | 0% | -10% | · | -6% | · | -6% | ?
Cc1cccc(C)c1NC(=O)Cn1cc(C=O)c2ccccc21 | 0% | 2% | -21% | -10% | -1% | 2% | -17% | -3% | ? | ? | ?
CCCc1[nH]n(-c2ccc([N+](=O)[O-])cc2)c(=O)c1C(C)=NCc1ccncc1 | -3% | ? | -2% | -1% | 1% | -4% | 10% | -10% | 1% | 6% | 16%
COc1ccc(S(=O)(=O)n2nc(-c3cc(OC)c(OC)c(OC)c3)cc2N)cc1OC | -1% | ? | -15% | -1% | 2% | -2% | -21% | 12% | -17% | 6% | ?
CCN(CC(=O)Nc1ccc2c(c1)OCCO2)C(=O)c1cccc(S(=O)(=O)N2CCOCC2)c1 | -6% | -15% | -8% | -4% | 2% | -3% | -19% | 3% | 1% | 2% | 1%
COc1cc(NC(=O)c2ccc(CNc3c(N4CCCC4)c(=O)c3=O)cc2)cc(OC)c1OC | -4% | 10% | -4% | -4% | 4% | 9% | -38% | 5% | 1% | -3% | 13%
COC(=O)CNC(=O)C1CCN(S(=O)(=O)c2cccc3nsnc23)CC1 | 0% | ? | 3% | -5% | 3%&1% | 7% | -5%&-10% | 1% | ? | -5% | -1%
O=C(Nc1ccc(Cl)cc1)Nc1cc(S(=O)(=O)N2CCOCC2)ccc1N1CCCC1 | -7% | 2% | -3% | 0% | 5% | 0% | -18% | -2% | 12% | 14% | ?
COc1ccc(C(=O)COC(=O)CCCC(=O)NC2CCCCC2)cc1 | 0% | 6% | 9% | 1% | ? | -3% | -6% | 4% | 5% | -10% | -45%
CCOC(=O)c1c(C)oc(C)c(C(=O)OCC)c1=O | -2% | -8% | 1% | 1% | 6% | 1% | -1% | -4% | 3% | 8% | 10%
Cc1ccc(-c2nc(C)sc2CC(=O)Nc2nnc(C)s2)cc1 | -3% | -6% | -3% | -5% | -14% | 1% | -33% | 3% | 4% | -22% | 18%
Cc1cc(C(=O)NCCCn2ccnc2)cs1 | -6% | -1% | -5% | 1% | 2% | 7% | -19% | -1% | 2% | 5% | -35%
O=C(CSc1nnc2ccccn12)NCc1ccco1 | -6% | -12% | 1% | -1% | -1% | 4% | 1% | 0% | -2% | -14% | 19%
Cc1cc(/C=N/NC(=O)C(O)(c2ccccc2)c2ccccc2)c(C)n1-c1ccc(C(=O)O)cc1 | 0% | -5% | 6% | -4% | 0% | -12% | -15% | 0% | 5% | ? | 11µM*
Cc1ccn2c(C(=O)CSc3ccc(Cl)cc3Cl)c(C)nc2c1 | -1% | 2% | 12% | 0% | 10% | 3% | -12% | -5% | 1% | -6% | 0%
O=C(NCCc1ccc(F)cc1)c1cc(-c2ccncc2)nc2ccccc12 | -6% | 1% | -4% | -3% | 4% | 0% | · | -8% | · | -12% | 16%
COc1cc(C(=O)O/N=C2/C=C(C)C(=O)C=C2C)cc(OC)c1OC | 2% | 28% | 0% | -3% | 1% | -2% | -13% | 1% | 4% | -14% | -38%
COc1cccc(N2CCN(c3ccc([N+](=O)[O-])cn3)CC2)c1 | -7% | 7% | -9% | -4% | 4% | 4% | 4% | -5% | 5% | -1% | 10%
Cc1cccn2c(=O)c(C=O)c(Cl)nc12 | -6% | ? | -12% | -1% | -1% | 2% | -30% | ? | -11% | ? | 14µM*

Fetched by structure from the entries so far:
SMILES | Rab9 promoter act | MBNL1-CUG inh | p53 reactivation | NPC1 promoter act | FLuc modulator | MLL CXXC-DNA inh | BRCA1 expr act | ELG1 genotoxic | uPA surface inh | VP16 counter | RORgamma inh
Cc1ccc(-c2nc(C)sc2CC(=O)Nc2nnc(C)s2)cc1 | -3% | -6% | -3% | -5% | -14% | 1% | -33% | 3% | 4% | -22% | 18%
O=C(NCCc1ccc(F)cc1)c1cc(-c2ccncc2)nc2ccccc12 | -6% | 1% | -4% | -3% | 4% | 0% | · | -8% | · | -12% | 16%
Cc1cccn2c(=O)c(C=O)c(Cl)nc12 | -6% | ? | -12% | -1% | -1% | 2% | -30% | ? | -11% | ? | 14µM*

(continued)
SMILES | Rab9 promoter act | MBNL1-CUG inh | p53 reactivation | NPC1 promoter act | FLuc modulator | MLL CXXC-DNA inh | BRCA1 expr act | ELG1 genotoxic | uPA surface inh | VP16 counter | RORgamma inh
COc1ccc(-n2ccnc2CN2CCCC(CO)(Cc3cccc(OC)c3)C2)cc1 (stereo not drawn) | 1% | 1% | -1% | -3% | 24µM* | -3% | 0% | -9% | 2% | -9% | 11µM*
COc1cccc(-n2c(SCC(=O)N3CCCCC3)nc3c([nH]c4ccccc43)c2=O)c1 | -3% | -5% | -3% | -3% | -1%&0% | -14% | -3%&12% | -2% | 22% | -3% | 15%
c1ccc(CN2c3ccccc3-c3nc4ccccc4n3C2c2ccccn2)cc1 (stereo not drawn) | 3% | 12% | -6% | 0% | -2% | 23% | -6%[1.84 µM] | -8% | -4% | -29% | 16µM*
Cc1ccccc1C(=O)c1cn[nH]c1-c1ccccc1O | 0%[1.84 µM] | -2% | 3% | -4% | -7% | 0% | -3% | 4% | 0% | 2% | -17%
COc1ccc(C(=O)N2CCN(C)C(C)C2)cc1OC1CCN(C(C)=O)CC1 (stereo not drawn) | -4% | -4% | 7% | -2% | 1% | -13% | -24% | -4% | 4% | -7% | -8%
Cc1ccc(C)c(NS(=O)(=O)c2ccc3oc(=O)ccc3c2)c1 | -2% | 9% | · | -1% | 9% | -7% | -17% | -5% | 14% | 2% | ?
Cc1nc(CSc2ccccc2)cc(=O)[nH]1 | 4% | -3% | -2% | -1% | 1% | -1% | 17% | 4% | 14% | -4% | 4%

Compound activity as filed in PubChem BioAssay.

The list is partial; rates above refer to the full screens.
